# 14-3-3g Raf = modulators of human 14-3-3 gamma - Raf peptide interaction; P61981; FP, 14-3-3gamma / TMR-pS259-Raf peptide binding; inhibition, % at 40 µM; 160,000 compounds, 0.19% hits; AID 422; in the data active means inhibition above about 30%;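 further: 0% = protein plus tracer without compound and 100% = blank with tracer alone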
# Target sequence (P61981 whole entry, looked up): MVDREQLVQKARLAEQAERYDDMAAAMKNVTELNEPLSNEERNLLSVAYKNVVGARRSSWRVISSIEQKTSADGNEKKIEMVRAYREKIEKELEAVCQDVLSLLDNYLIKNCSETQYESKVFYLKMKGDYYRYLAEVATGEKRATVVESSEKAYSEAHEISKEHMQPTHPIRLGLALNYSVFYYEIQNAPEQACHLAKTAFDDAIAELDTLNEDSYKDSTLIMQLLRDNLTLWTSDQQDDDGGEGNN
# Active calls of the source: *; & = joins results of further samples. The list is partial (hit frequency here may not be typical).
14-3-3g Raf,SMILES
3.1,Cc1cc(Cl)c(S(=O)(=O)NCc2cccnc2)cc1OCC(N)=O
-20.2,COc1ccc(C)cc1-n1cnc2cc(C(=O)NC3CCCCCC3)ccc21
-9.5,O=C(CSc1nc2ccccc2[nH]1)Nc1ccc2c(c1)OCO2
-0.1,CN1C(=O)NC2NC(=O)N(C)C21 (configuration not stated)
-18.6,Cc1ccc(C)c(N(CC(=O)NCCSCc2ccco2)S(C)(=O)=O)c1
2.5,CS(=O)(=O)N(CC(=O)NCC1CCCO1)Cc1ccc(Cl)cc1 (configuration not stated)
-12.4,O=C(CCCOc1ccccc1)Nc1nncs1
-7.9,COC(=O)c1cccc(NC(=O)c2cc3ccccc3o2)c1
-6.6,Cc1c(N(C)C(=O)c2ccccc2F)c(=O)n(-c2ccccc2)n1C
-2.3,O=C(CCn1nc(-c2ccccc2)c2ccccc2c1=O)Nc1cccnc1
-2.8,O=C(c1cccn2c(=O)c3cc(Br)ccc3nc12)N1CCOCC1
-2.5&-1.9,Cc1cc(=O)c2c(O)c(O)ccc2o1
3.1,COc1cc2c(cc1OC)C(C(=O)N1CCN(c3ccc(F)cc3)CC1)C(c1cccs1)N(C)C2=O (configuration not stated)
-6.2,COc1ccc(C(CNC(=O)c2ccc3c(c2)C(=O)N(CCC(C)C)C3=O)N2CCOCC2)cc1 (configuration not stated)
5.4,CCCOc1ccc(C2C(C(=O)OC)=C(C)N=C3SC(CC)C(=O)N32)cc1 (configuration not stated)
-3.4,COc1cc(NC(=O)Cc2cn(C)c3ccccc23)cc(OC)c1OC
-1.7,CCn1cc(C(=O)NCc2ccco2)c(=O)c2cc(S(=O)(=O)N3CCC(C)CC3)ccc21
-0.6,COc1ccc(CNC(=O)COC(=O)c2c[nH]c(=O)[nH]c2=O)cc1OC
-0.7,Cc1cc(C)nc(N2CCC(C(=O)NCCc3ccc(F)cc3)CC2)n1
0.3&-2.0,CCC1CCCCN1C(=O)CSc1nnc(-c2ccc(Cl)s2)o1 (configuration not stated)
0.1,COC(=O)C1C(=O)C2=C(CC1C)NC(C)=C(C(=O)OC(C)C)C2c1ccc(OC)cc1OC (configuration not stated)
-6.2,CC1CCN(CC(O)COc2ccc(F)cc2)CC1 (configuration not stated)
-9.2,O=C(c1c(Cl)nc(Cl)c(Cl)c1Cl)N1CCOCC1
-2.5,Cc1cc(N2CCN(C(=O)c3ccco3)CC2)n2nc(-c3cccc(F)c3)cc2n1
-1.3,Cc1nn(C)c(C)c1Nc1ccc(N2C(=O)C3CC=CCC3C2=O)cc1[N+](=O)[O-] (configuration not stated)
0.2,CCc1ccccc1NC(=O)c1cnc2scc(C)n2c1=O
5.3,CCC(C)NC(=O)c1cc(OC)c(OC)c(OC)c1 (configuration not stated)
-4.0,S=c1sc2c(s1)SC1C3CCC(C3)C1S2 (configuration not stated)
-6.9,O=C(CCCN1CCC(c2ccccc2)C1)c1ccc2c(c1)OCCO2 (configuration not stated)
-6.4,Cc1ccc(-c2noc(CCC(=O)NCCN3CCN(Cc4ccccc4)CC3)n2)cc1
-7.1,Cc1ccc(S(=O)(=O)Nc2cc3sc(=O)oc3c3ccccc23)cc1
-6.9,O=C(CSc1nc2ccccc2c(=O)n1-c1ccc(Cl)cc1)c1ccco1
-1.9&-3.0,O=C(c1ccc(COCC(F)(F)F)o1)N1CCCCCC1
0.6,CC1CCCN(Cc2nc3c(c(=O)n(C)c(=O)n3C)n2Cc2cccc3ccccc23)C1 (configuration not stated)
10.1,NCCCCN
-29.2,CCOC(=O)C1=C(C)N=C2SC(C)C(=O)N2C1c1ccc(OC(C)=O)cc1 (configuration not stated)
-1.7,CCOc1ccc(NC(=O)Cn2nnc(C(=O)NCc3ccccc3OC)c2N)cc1
-7.9,Cc1cc(N2CCCCC2)nc2ccc(NC(=O)CCC(=O)NC3CC3)cc12
-2.8,CN(C)CCNc1ncnc2sc3c(c12)CCCC3
-9.4,Clc1ccc(-n2ncnc2-c2cccs2)cc1

# Grouped by structure, the entries above with fluorine (six)
14-3-3g Raf,SMILES
-6.6,Cc1c(N(C)C(=O)c2ccccc2F)c(=O)n(-c2ccccc2)n1C
3.1,COc1cc2c(cc1OC)C(C(=O)N1CCN(c3ccc(F)cc3)CC1)C(c1cccs1)N(C)C2=O (configuration not stated)
-0.7,Cc1cc(C)nc(N2CCC(C(=O)NCCc3ccc(F)cc3)CC2)n1
-6.2,CC1CCN(CC(O)COc2ccc(F)cc2)CC1 (configuration not stated)
-2.5,Cc1cc(N2CCN(C(=O)c3ccco3)CC2)n2nc(-c3cccc(F)c3)cc2n1
-1.9&-3.0,O=C(c1ccc(COCC(F)(F)F)o1)N1CCCCCC1

# Further entries
14-3-3g Raf,SMILES
-6.7,Cc1ccc(C)c(-n2c(CNC(=O)c3ccco3)nnc2SCC(=O)N2CCc3ccccc32)c1
-3.8,CCn1c(=O)c2c(nc3n2CC(C)CN3CCc2ccccc2)n(C)c1=O (configuration not stated)
-14.0,Cc1onc(-c2ccccc2Cl)c1C(=O)Nc1ccc2oc(-c3ccc(Cl)cc3)nc2c1
-5.7,COc1cccc(NC(=O)CSc2nncn2-c2ccccn2)c1
-2.5,CCCc1cc(=O)oc2c(C)c3occ(-c4ccc(OC)cc4)c3cc12
3.4,Cn1c(=O)c2c([nH]c(=S)n2Cc2cccc(Cl)c2)n(C)c1=O
-3.2,CCN(CC)c1ccc(NC(=O)c2ccc(-c3ccc([N+](=O)[O-])cc3C)o2)cc1
2.7,O=C(Nc1ccccn1)C12CC3CC(C1)CC(C(=O)Nc1ccccn1)(C3)C2
1.6,Cc1ccccc1OCCn1c(N)nc2ccccc21
0.2,CCOC(=O)c1ccc(N2C(=O)c3ccccc3NC2c2ccc(OCC)cc2)cc1 (configuration not stated)
-12.0,N/C(=N\O)c1ccc(NC(=O)c2ccc(Br)o2)cc1
-5.5,Cc1cccnc1NC(=O)CCCN1C(=O)c2ccccc2C1=O
6.7,CCOC(=O)c1ccccc1NC(=O)CN1C(=O)c2ccccc2C1=O
1.6,Fc1ccccc1CSC1=NCCN1
-2.7,CCn1cc(C(=O)N2CCOCC2)c(=O)c2cc(S(=O)(=O)N(C)C)ccc21
-9.0,COc1cc(OC)cc(C(=O)NCc2nc(-c3ccccc3)no2)c1
-10.9,O=C(CSc1nc(-c2ccco2)cc(C(F)(F)F)n1)Nc1ccc2c(c1)CCC2
-2.9,Brc1ccc(-c2nnc3n2CCC3)cc1
-3.9,Cc1ccc(CCN2C(=O)CCC2(C)C(=O)NCc2cccnc2)cc1 (configuration not stated)
-9.3,COc1ccc(N(CC(=O)Nc2cc(OC)ccc2OC)S(C)(=O)=O)cc1
-18.5,COc1cc(C2OCC3(CO)C(C)C=C(C)C2C3C)ccc1O (configuration not stated)
-4.9,COc1ccc(N2CCN(c3oc(COc4ccccc4)nc3C#N)CC2)cc1
0.1,Nc1nsc2ccccc12
0.5,CCOC(=O)c1ccc2c(c1)N(Cc1ccc(Cl)cc1)C(=O)CS2
-31.4,O=C(c1ccc(Sc2cccc(Cl)c2)c([N+](=O)[O-])c1)N1CCOCC1
6.3,COc1ccc2c(=O)c(-c3nc(C)cs3)coc2c1
-9.8,Fc1ccc(C2Nc3ccc4ccccc4c3C3=C2CCCC3)cc1 (configuration not stated)
-8.0,O=C1CCCN(c2cccc(CO)c2)N1
6.7,CSc1nc(C)cc(-n2cc(F)c(=O)[nH]c2=O)n1
2.9,O=C(CSc1nnc(COc2ccccc2)o1)N1CCCc2ccccc21
-3.5,CC(=NS(=O)(=O)c1ccc(C)cc1)N1CCCN(S(=O)(=O)c2ccc(C)cc2)C1C(C)C (configuration not stated)
-10.3,CC1CCC(NC(=O)CN2C(=O)COc3ccc(S(=O)(=O)N4CCCC4)cc32)CC1 (configuration not stated)
-1.6,CN(C(=O)c1cnccn1)c1nnc(-c2cnccn2)s1
-11.5,O=C(NC1CCCC1)c1cc(-c2cccc(Cl)c2)on1
8.8,COc1ccc(C2NC(=O)NC(C)=C2C(=O)OCc2ccc(C)cc2)cc1 (configuration not stated)
-28.2,CCC(=O)Nc1cc(-c2nc3cc(C(C)C)ccc3o2)ccc1Cl
-3.0,COC(=O)C1CCN(C(=O)c2cc(OC)c(OC)c(OC)c2)CC1
-6.3,CCc1ccc(C2C(C(=O)O)c3cc(OC)c(OC)cc3C(=O)N2C)cc1 (configuration not stated)
-3.7,Cc1ccc2c(c1)C(c1ccc(F)cc1)N(C(=O)Cc1ccc(F)cc1)CC(=O)N2 (configuration not stated)
-40.4,COc1ccc(C)cc1-n1c(SCC(=O)Nc2cc(C)on2)nc2sc(C)c(C)c2c1=O

# Some of the entries so far, field by field:
O=C(c1c(Cl)nc(Cl)c(Cl)c1Cl)N1CCOCC1
  14-3-3g Raf: -9.2
Cc1cc(N2CCN(C(=O)c3ccco3)CC2)n2nc(-c3cccc(F)c3)cc2n1
  14-3-3g Raf: -2.5
Cc1nn(C)c(C)c1Nc1ccc(N2C(=O)C3CC=CCC3C2=O)cc1[N+](=O)[O-] (configuration not stated)
  14-3-3g Raf: -1.3
CCc1ccccc1NC(=O)c1cnc2scc(C)n2c1=O
  14-3-3g Raf: 0.2

# More compounds
14-3-3g Raf,SMILES
-2.1,Cc1cc(=O)[nH]c2c1c(C)nn2-c1ccccc1
1.9,CC(C)N1C(=O)CCN(C=O)c2ccccc21
-1.7,CC(=O)CCS(=O)(=O)c1ccc(C)c(C)c1
-5.5,CCOc1ccc(NC(=O)CSc2nnc3ccccn23)cc1
-3.9,CC1=C(C(=O)OCc2ccc(C)cc2)C(c2ccc(F)cc2)NC(=O)N1 (configuration not stated)
4.6,CCc1ccccc1N(CC)C(=O)c1coc(=O)c2ccccc12
0.0,Cn1c(=O)cc(-c2ccccc2)c2ccccc21
-2.5,CCOC(=O)C(C)(C)Oc1ccc(Cl)cc1
2.9,CCOc1ccccc1N(C)C(=O)c1cc(S(=O)(=O)NC2CCCCCC2)ccc1F
-155.4,COC(=O)c1ccc(Nc2cc(N3CCN(C)CC3)c3noc4c3c2C(=O)c2ccccc2-4)cc1
10.3,CCCCOC(=O)c1cccc(NC(=O)C(F)(F)F)c1
-8.7,COc1ccc(C(N)=O)cc1S(=O)(=O)N1CCOCC1
-11.6,CCOC(=O)C1=C(N)Oc2cc(C)n(C)c(=O)c2C1c1ccncc1 (configuration not stated)
-6.3,O=c1[nH]c(-c2ccc([N+](=O)[O-])cc2)nc2sc3c(c12)CCCC3
-4.5,O=c1oc(COc2ccc(Cl)cc2)nc2ccc(Br)cc12
-3.8,Nc1cc(=O)[nH]c(SCC(=O)Nc2ccc(F)cc2)n1
-31.3,CN1CCc2nc(SCC(=O)Nc3ccccc3OC(F)(F)F)c(C#N)cc2C1
4.0,O=C(NCc1cn(-c2ccccc2)nc1-c1ccccc1)c1cc2ccccc2oc1=O
-7.2,O=C(CN(c1ccc(F)cc1)S(=O)(=O)c1ccccc1)Nc1ccc(S(=O)(=O)N2CCCCC2)cc1
0.7,CSC1=C(C#N)C(c2ccc(Cl)cc2)C2=C(CC(C)(C)CC2=O)N1 (configuration not stated)
-1.3,Cc1cc(Br)ccc1NS(=O)(=O)c1cccc2nsnc12
0.3,O=C(NC(Nc1nc2c(s1)CCCC2)(C(F)(F)F)C(F)(F)F)c1ccccc1
-10.8,CCOc1ccc(C(=O)Nc2cccc(OC)c2)cc1OCC
-13.5,CC1CCc2c(sc3ncnc(NCCCO)c23)C1 (configuration not stated)
5.4,Cc1cc(C)nc(SCc2nc3ccccc3n2C)n1
-6.1,COc1ccc(C2CC(c3ccc(F)cc3)n3nnnc3N2)cc1 (configuration not stated)
9.1,NS(=O)(=O)c1ccc(N=Cc2ccc(O)cc2)cc1
-2.4,CCC1(CC)OC(c2ccc(F)cc2)Nc2ccccc21 (configuration not stated)
-11.5,CCCC(c1nnnn1CCC(C)C)N1CCC(C(N)=O)CC1 (configuration not stated)
-4.6,O=C(Nc1ccc(NC(=O)c2cccs2)cc1)c1cccc(F)c1
-3.1,CCC(=O)N1CCc2cc(S(=O)(=O)NCCCOC)ccc21
-4.0,CCOC(=O)c1sc2nc(C)nc(N3CCCCC3CC)c2c1C (configuration not stated)
-6.3,CCC1Oc2ccc(C)cc2N(CC(=O)NC2CCC(C)CC2)C1=O (configuration not stated)
-4.5,CCCCCCSc1nnc2c(n1)OC(c1ccccn1)N(C(C)=O)c1ccccc1-2 (configuration not stated)
-3.5,Cc1ccc(Sc2cc(C(=O)N3CCOCC3)c3ccccc3n2)cc1
-3.5,Cc1ccc(S(=O)(=O)c2c(N)n(CCN3CCOCC3)c3nc4ccccc4nc23)cc1C
-0.3,COCC(C)NC(=O)c1cc(-c2ccc(Cl)cc2)on1 (configuration not stated)
2.3,CCOC(=O)C1CCN(C(=O)c2cc3c(=O)n4cccc(C)c4nc3s2)CC1
-2.7,Cc1cccc(NCc2nc(SCC(N)=O)n[nH]2)c1
-19.8,CCCn1c(=NC(=O)c2cccc(C(F)(F)F)c2)c(C(=O)OCC)cc2c(=O)n3ccccc3nc21
-12.5,COc1ccc(-c2cn3c(C)c(C(=O)Nc4cccc(C)n4)sc3n2)cc1
2.2,O=C(O)CCCCCn1c(SCC(=O)N2CCCC2)nc2ccsc2c1=O
4.9,COc1ccc(C2=NOC(C(=O)Nc3c(C)n(C)n(-c4ccccc4)c3=O)C2)cc1OC (configuration not stated)
-10.7,CC(=O)Nc1ccc(N/C=C/C(=O)c2ccco2)cc1
-1.1,COc1ccc(C2Nc3cc(C)ccc3NC3=C2C(=O)CC(C)(C)C3)cc1OC (configuration not stated)
-4.9,Cn1c(=O)c2c(nc(CN3CCN(C(=O)c4ccco4)CC3)n2CCCc2ccccc2)n(C)c1=O
-2.6,COc1ccc(Cl)cc1NC(=O)C1c2cc(OC)c(OC)cc2C(=O)N(C)C1c1ccc(OC)c(OC)c1 (configuration not stated)
-11.7,CC1(CCc2ccccc2)NC(=O)N(Cc2nnc(-c3ccccc3Br)o2)C1=O (configuration not stated)
0.1,O=C(NCc1ccc(F)cc1)c1nn2c(C(F)(F)F)cc(-c3cccs3)nc2c1Br
1.1,Nc1nc(NC(=O)c2ccccc2)nn1-c1ccccc1
-1.2,CC1=C(C(=O)OCC(C)C)C(c2cccs2)C2=C(CC(c3cccs3)CC2=O)N1 (configuration not stated)
-3.7,O=C1CCc2cc(S(=O)(=O)N3CCC(C(=O)NCCC4=CCCCC4)CC3)ccc2N1
-11.9,O=C1CN(C(=O)CC2CCCCC2)C(c2ccccc2)c2cc(F)ccc2N1 (configuration not stated)
-3.0,O=C(c1ccc(F)cc1)N1CCC(N2CCOCC2)CC1

# Bioassay records (PubChem BioAssay)
